Screening results as filed in PubChem BioAssay.
Yfh1-off respiration: enhancers of respiration in Yfh1-depleted yeast, dose response, Friedreich's ataxia, plus single-dose screen (AID 1465) | fold induction at 50 µM, or EC50 in µM where a hit was titrated | 220,000 compounds, 0.074% hits | S. cerevisiae Yfh1-off respiration, WST-1 reduction, 72 h; higher fold induction means a stronger effect;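 active = fold induction of absorbance versus untreated yeast above a set limit, then at least 30% activation at any dose in follow-up; inconclusive = repeats straddling the limit, or above it without dose testing; inactive = fold induction below the set limit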;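 also: activators that raise dye reduction in frataxin-depleted yeast; strong numbers were not always called active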
GPR35 antagonists: GPR35 antagonists blocking zaprinast-driven arrestin recruitment, primary screen, imaging, U2OS, beta-arrestin-GFP, zaprinast agonist (AID 2058). G-protein coupled receptor 35 (Homo sapiens). U2OS GPR35 beta-arrestin-GFP translocation imaging, zaprinast antagonism; higher % means a stronger effect. inhibition, % at 10 µM, or IC50 in µM where a hit was titrated. 290,000 compounds, 0.052% hits;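 active = inhibition of at least 50% with at least 30 cells and total cytoplasm GFP at most 10,000,000; inconclusive = under 30 cells or total GFP of 10,000,000 plus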
Dengue-2 NS5 capping: Dengue-2 NS5 methyltransferase inhibitors, primary screen, biochemical, confirmation dose response (AID 588689) | Genome polyprotein (Dengue virus type 2 (strain 16681-PDK53)) | Dengue-2 NS5 methyltransferase capping enzyme assay, biochemical; higher % means a stronger effect | inhibition, % at 25 µM; hits with a dose series show IC50 in µM | 340,000 compounds, 0.3% hits; in the data active = a potency from the dose series; inconclusive = inhibition above about 29% without an active follow-up result
AID2073: inhibitors of Mint1-CaV2.2 protein interaction, biochemical, HTRF (AID 2073); HTRF protein-protein interaction, Mint1-CaV2.2; higher % means a stronger effect; inhibition, % at 20 µM; hits with a dose series show IC50 in µM; 290,000 compounds, 0.19% hits; in the data active = inhibition mostly above about 51%, no sharp cut-off; inconclusive = no clear call, values can overlap the other calls; inactive = mostly below about 53%; also: some results filed as inactive read as strong as hits
GPR55 beta-arrestin: GPR55 agonists via beta-arrestin recruitment, primary screen, imaging, U2OS cells, beta-arrestin-GFP redistribution (AID 1961); activation, % at 10 µM; hits with a dose series show EC50 in µM; 290,000 compounds, 0.048% hits; G-protein coupled receptor 55 (Homo sapiens); U2OS GPR55 beta-arrestin-GFP redistribution imaging; higher % means a stronger effect;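 active = activation above 40% with more than 50 cells counted in the well; inconclusive = wells holding fewer than 50 cells, flagged as toxic or sparse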;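 also: U2OS osteosarcoma cells stably expressing GPR55 and beta-arrestin-GFP; plate controls were DMSO negative control for no effect and LPI positive control for full effect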
GPR55 LPI antagonism: GPR55 antagonists blocking LPI-driven arrestin recruitment, primary screen, imaging, U2OS, beta-arrestin-GFP, LPI agonist (AID 2013) | U2OS GPR55 beta-arrestin-GFP translocation imaging, LPI antagonism; higher % means a stronger effect | one-dose inhibition, % at 10 µM; IC50 in µM for titrated hits | 290,000 compounds, 0.13% hits;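 active = spots per cell inhibited over 60%, with over 100 cells counted and total cytoplasm intensity under 500,000; inconclusive = wells with under 100 cells, flagged as likely toxic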;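 also: U2OS cells stably carrying GPR55 and arrestin-GFP stimulated by 5 µM LPI near EC80; imaged beta-arrestin-GFP aggregate spots per cell after agonist stimulation; plate controls were LPI-stimulated DMSO wells for no effect and DMSO wells without LPI for full effect; some results filed as inactive read as strong as hits; confirmed hits need IC50 under 10 µM and bright autofluorescent wells are also inconclusive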
Rac1 GTP hydrolysis: MgcRacGAP GTPase-activating activity inhibitors, confirmation, biochemical, ADP Hunter fluorescence; inhibition, % at 30 µM, or IC50 in µM where a hit was titrated; 340,000 compounds, 0.6% hits; Rac GTPase-activating protein 1 (Homo sapiens); AID 624330, 2012; MgcRacGAP-stimulated Rac1 GTP hydrolysis, ADP Hunter fluorescence; higher % means a stronger effect; GST-tagged Rac1 F28L mutant substrate;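 active = first-screen hits whose inhibition reached a set limit at any dose in the follow-up dose series; inconclusive = inhibition above the set first-screen limit but never retested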;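 also: fluorescence reports GDP produced by GAP-driven GTP hydrolysis; strong numbers were not always called active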
NTR1 ag: agonists of NTR1, primary screen, imaging, U2OS cells, beta-arrestin-GFP, high content (AID 493036); activation, % at 20 µM; Neurotensin receptor type 1 (Homo sapiens), P30989; 330,000 compounds, 0.17% hits; NTR1-U2OS beta-arrestin-GFP spot imaging, agonist mode;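 active = activation at or above 40% of the spot to cytoplasm intensity ratio, with at least 20 cells analyzed; inconclusive = wells under 20 cells, flagged as cytotoxic or low count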;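 also: 0% = DMSO without peptide and 100% = 100 nM NTR1 peptide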
Target sequence (P30989 whole entry, looked up): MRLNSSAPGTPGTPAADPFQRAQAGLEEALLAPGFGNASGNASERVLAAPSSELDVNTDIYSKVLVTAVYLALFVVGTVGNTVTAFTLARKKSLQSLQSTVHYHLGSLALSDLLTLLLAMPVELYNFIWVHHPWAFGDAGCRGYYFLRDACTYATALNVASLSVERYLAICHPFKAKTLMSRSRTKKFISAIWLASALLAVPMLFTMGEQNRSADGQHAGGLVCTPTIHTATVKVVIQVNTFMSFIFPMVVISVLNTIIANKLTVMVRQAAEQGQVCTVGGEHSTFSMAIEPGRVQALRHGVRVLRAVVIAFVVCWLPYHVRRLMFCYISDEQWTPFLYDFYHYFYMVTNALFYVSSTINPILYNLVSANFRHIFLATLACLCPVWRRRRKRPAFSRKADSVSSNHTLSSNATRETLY
SV40 large T antigen: SV40 large T antigen inhibitors, biochemical (AID 1903); SV40 large T antigen ATPase/helicase inhibition assay; higher % means a stronger effect; one-dose inhibition, % at 20 µM; IC50 in µM for titrated hits; 310,000 compounds, 0.39% hits; in the data active = a potency from the dose series; inconclusive = inhibition mostly from about 32% at the one dose, without a potency; inactive = the rest, 99 in 100 with inhibition below about 32%; also: strong numbers were not always called active
NTR1 ag cell count 20 µM: recorded beside NTR1 ag, whose call it bears; cell count; measured here: cell count, cytotoxicity flag
* hit, by the source's call; i = inactive; ? = inconclusive; . = not tested or not shown; & = joins results of further samples.

SMILES	Yfh1-off respiration	GPR35 antagonists	Dengue-2 NS5 capping	AID2073	GPR55 beta-arrestin	GPR55 LPI antagonism	Rac1 GTP hydrolysis	NTR1 ag	NTR1 ag cell count 20 µM	SV40 large T antigen
COc1ccc(Nc2ncnc3sc(C)cc23)c(OC)c1	.	-3%	-13%	?	-0.1%	1%	9%	0.3	81	16%
Cc1cc(=O)n2nc(N3CCC(C(=O)NCc4ccccc4F)CC3)sc2n1	.	-14%	-8%	19%	-0.2%	10%	10%	0.2	51	12%
O=C(Nc1ccccc1-c1nc2ccccc2[nH]1)c1ccc(S(=O)(=O)N2CCCCC2)cc1	i	6%	5%	33%	0.2%	.	-10%	.	.	9%
NC(=O)C1(N2CCCCC2)CCN(C(=O)CSc2nc3ccccc3[nH]2)CC1	i	-11%	-9%	4%	-0.3%	2%	9%	-0.6	48	10%
Cc1nnc(C)c2c(C)n(-c3ccccc3)c(C)c12	.	6%	-1%	3%	-0.1%	7%	9%	2.6	93	.
Cc1cc(NC(=O)CCC(=O)N(Cc2cccs2)C(C)(C)C(=O)NC2CCCCC2)no1	.	7%	-5%	3%	0.0%	-5%	8%	-0.1	52	25%
Cc1cccc(C2C3=C(CCCC3=O)N=C3c4ccccc4C(=O)C32)c1 (stereo not drawn)	i	-4%	-3%	-10%	0.4%	-3%	11%	0.5	64	1%
COc1cc2nc(CN(C)Cc3nc4ccccc4c(=O)[nH]3)[nH]c(=O)c2cc1OC	i	-4%	-2%	6%	0.0%	4%	-9%	0.3	93	13%
CCc1ccc(NC(=O)NCc2ccccn2)cc1	.	-14%	-7%	12%	-0.2%	1%	9%	0.2	86	10%
C=C(C)c1cccc(C(C)(C)NC(=O)N(Cc2ccccc2)Cc2ccco2)c1	.	-6%	-1%	0%	-0.1%	-1%	10%	0.5	42	4%
Cc1ccc(C)c(-c2cc(C(=O)NCc3cccs3)c3ccccc3n2)c1	i	20%	9%	-1%	-0.1%	59%	3%	1.4	53	2%
CCC(Oc1ccccc1)C(=O)NC1CCCCCC1 (stereo not drawn)	.	-6%	-4%	-4%	0.2%	-5%	10%	0.2	61	12%
O=C1CNC(=S)N1c1nc2ccccc2s1	i	5%	-5%	-4%	0.7%	20%	6%	0.1	64	4%
O=C(COc1ccccc1)N1CCCCCCC1	.	-6%	-4%	4%	-0.1%	7%	12%	1.8	67	12%
CCN(CC)S(=O)(=O)c1cc(NC(=O)C2Cc3ccccc3C(=O)O2)ccc1C (stereo not drawn)	i	6%	-7%	-4%	-0.1%	-2%	11%	2.3	60	17%
COC(=O)[C@@]12CCCCN1[C@H](c1ccc(-c3cccc(Cl)c3)c(OC)c1)[C@H]1C(=O)N(C)C(=O)[C@H]12	.	.	-14%	.	.	.	3%	-0.6	79	-5%
CCOc1ccc(N/C(=N/c2nc(C)cc(C)n2)NC(=O)CC)cc1	i	0%	-9%	-7%	-0.1%	0%	7%	8.5	37	2%
COc1cc(/C=C2/C(=N)N3C(c4ccccc4)=CSC3=NC2=O)ccc1OCC(=O)O	i	31%	>100µM*	20%	0.6%	0%	10%	-0.3	41	31%
CCOc1ccc(NC(=O)c2sc3nc4n(c(=O)c3c2C)CCC4)cc1	.	11%	-11%	-3%	0.3%	0%	-10%	0.7	49	.
COc1ccc2nc(N=Nc3ccc(O)c4ccccc34)sc2c1	i	12%	4%	1%	-0.3%	9%	3%	-0.8	62	9%
Cc1cccc2sc(N(CCCN(C)C)C(=O)c3cc4ccccc4oc3=O)nc12	i	3%	-1%	2%	-0.5%	26%	10%	-1.6	56	3%
Cc1cccc(CN2[C@@H](CC(C)C)COCCS2(=O)=O)c1	i	.	-2%	.	.	.	5%	1.2	90	4%
O=C(NCCCN1CCCC1)C1CCN(C(=O)c2cc3sccc3n2Cc2ccc(F)cc2)CC1	i	3%	-2%	17%	0.3%	4%	7%	0.1	48	3%
Cn1nc([N+](=O)[O-])nc1S(C)(=O)=O	i	3%	-5%	9%	0.1%	13%	4%	5.3	29	11%
O=C(NCc1ccc(Cl)cc1)C1CCC(CNc2c(N3CCOCC3)c(=O)c2=O)CC1 (stereo not drawn)	i	9%	-13%	1%	0.0%	11%	5%	0.2	50	10%
O=C(c1cccs1)c1cn(CC(=O)N2CCc3ccccc3C2)c2ccccc12	i	-6%	-2%	13%	0.1%	-5%	8%	-1.7	104	7%
COc1ccc(CCNc2ccc(S(=O)(=O)N3CCN(C)CC3)cc2[N+](=O)[O-])cc1	.	.	0%	.	.	.	2%	-0.4	49	8%
CCN(Cc1ccccc1)C(=O)c1ccc(CS(=O)c2ccccc2C)o1 (stereo not drawn)	.	18%	-8%	-1%	-0.1%	-2%	3%	-0.4	68	5%
O=C(Nc1ccc(Cl)c([N+](=O)[O-])c1)C(NCCCO)c1ccccc1 (stereo not drawn)	i	7%	1%	-2%	-0.2%	16%	7%	1.2	32	11%
N=c1sccn1CC(=O)Nc1ccccc1Sc1ccccc1	i	-2%	-1%	29%	0.2%	-5%	5%	-0.1	58	1%
CC(C)C(NC(=O)c1ccccc1F)C(=O)Nc1ccc2c(c1)OCO2 (stereo not drawn)	i	-2%	4%	14%	-0.2%	20%	-1%	-0.2	36	0%
O=C(CSc1nnc(-c2ccccc2F)n1C1CC1)Nc1ccc2[nH]c(=O)[nH]c2c1	i	6%	-3%	9%	-0.1%	9%	11%	0.7	53	7%
Cc1nc2ccccc2nc(C)c1=NOCc1ccccc1Cl	i	0%	-3%	4%	-0.5%	-1%	7%	-2.4	52	23%
Cc1cc(C)cc(SCc2noc(C(=O)NCCCN3CCOCC3)c2C(=O)NCCCN2CCOCC2)c1	i	12%	0%	1%	0.8%	-4%	1%	4.1	42	-1%
O=C(Nc1cccc(F)c1)c1ccc(S(=O)(=O)N2CCOCC2)cc1	i	-9%	-3%	-4%	0.3%	6%	2%	-0.7	48	8%
O=C(Nc1c2c(nn1-c1ccccc1)CS(=O)C2)c1ccc2c(c1)OCO2 (stereo not drawn)	.	18%	6%	2%	-0.1%	15%	7%	-0.4	69	14%
Cn1c(NCc2c[nH]c3ccccc23)nc2ccccc21	i	-3%	-3%	7%	-0.1%	18%	3%	-0.8	64	4%
CCCc1cc(=O)oc2cc(OCc3ccc(C(=O)O)o3)ccc12	.	14%	-3%	24%	0.0%	-14%	.	-0.6	96	5%
Cc1c(NC(=O)N(C)c2ccccc2)c(=O)n(-c2ccccc2)n1C	.	14%	1%	-6%	-0.4%	-6%	4%	-0.6	81	9%
O=C(Nc1ccccc1Cl)C1C(c2ccccc2)C1(Cl)Cl (stereo not drawn)	.	6%	-8%	3%	-0.3%	7%	0%	1.0	73	10%
CC1=C(C(=O)Nc2ccc(C)cc2C)C(c2ccc([N+](=O)[O-])cc2)n2ncnc2N1 (stereo not drawn)	i	1%	-6%	3%	-0.1%	13%	3%	-0.4	77	0%
COc1cc(/C=N/N2C(C)CCCC2C)cc(OC)c1O (stereo not drawn)	.	-1%	-5%	-15%	-0.1%	0%	8%	-0.7	94	12%
COCCNc1nc(N)c([N+](=O)[O-])c(NCC2CCCO2)n1 (stereo not drawn)	i	-9%	-6%	4%	1.0%	14%	8%	-0.1	61	1%
C=CCNC(=O)CC(C)C(CCCCC)C(=O)O (stereo not drawn)	i	-10%	6%	-3%	-0.2%	11%	9%	0.8	40	-3%
CC(=O)Nc1cc(C(=O)NCc2ccco2)ccc1Sc1ccc(C)cc1	i	4%	1%	14%	-0.3%	-3%	4%	-1.7	36	3%
Cc1ccc(Cl)cc1NC1=C/C(=N\S(=O)(=O)c2cccs2)c2ccccc2C1=O	>100µM*	-10%	20%&22%	0%	-0.1%	8%	7%&12%	30	93	6%
CCN(CC)CCCNC(=S)N1CCN(c2nc(-c3ccc(F)cc3)cs2)CC1	.	11%	-6%	-13%	-0.1%	10%	7%	0.7	52	-1%
CN(C)CCCNC(=S)/N=c1\sccn1Cc1ccccc1Cl	.	3%	2%	-28%	-0.2%	2%	4%	-0.1	41	4%

Part of the list above, with two lines to a compound.
Second line of a record: Yfh1-off respiration, GPR35 antagonists, Dengue-2 NS5 capping, AID2073, GPR55 beta-arrestin, GPR55 LPI antagonism, Rac1 GTP hydrolysis, NTR1 ag, NTR1 ag cell count 20 µM, SV40 large T antigen
Cc1ccc(Cl)cc1NC1=C/C(=N\S(=O)(=O)c2cccs2)c2ccccc2C1=O
→ >100µM*, -10%, 20%&22%, 0%, -0.1%, 8%, 7%&12%, 30, 93, 6%
COc1cc(/C=N/N2C(C)CCCC2C)cc(OC)c1O (stereo not drawn)
→ ., -1%, -5%, -15%, -0.1%, 0%, 8%, -0.7, 94, 12%

(next part)
SMILES	Yfh1-off respiration	GPR35 antagonists	Dengue-2 NS5 capping	AID2073	GPR55 beta-arrestin	GPR55 LPI antagonism	Rac1 GTP hydrolysis	NTR1 ag	NTR1 ag cell count 20 µM	SV40 large T antigen
c1ccc(-c2ccccc2OCCCCN2CCCCCC2)cc1	i	0%	-4%	-2%	-0.3%	18%	20%	0.3	93	2%
Cc1nc2ccc(NC(=S)N3CCCC3)cc2nc1C	i	3%	3%	21%	0.2%	7%	10%	0.3	43	.
O=C(N/N=C\c1ccc(Cl)cc1)C1=NOC2COC3(CCN(c4ccc([N+](=O)[O-])cc4)CC3)OCC12 (stereo not drawn)	i	-7%	5%	3%	-0.1%	2%	13%	-0.1	55	12%
CNC(=S)N(CCc1ccc(OC)c(OC)c1)C1CC(=O)N(c2ccccc2)C1=O (stereo not drawn)	i	-16%	-9%	8%	-0.1%	-9%	-28%	0.9	47	14%
CCOc1ccc(NC(=O)CSc2ccc3nnc(-c4cccnc4)n3n2)cc1	.	5%	3%	6%	-0.1%	2%	9%	-0.1	67	6%
N#CCNc1ccc([N+](=O)[O-])cc1C#N	i	14%	-13%	-6%	-0.1%	3%	0%	2.5	63	13%
O=C(CSc1ccc2nnc(-c3ccccc3)n2n1)NCc1ccco1	i	3%	-3%	-1%	0.0%	6%	3%	-0.8	61	9%
